High-throughput results (PubChem BioAssay)
BLM helicase inh = qHTS Assay for Inhibitors of Bloom's syndrome helicase (BLM); recombinant BLM DNA unwinding, fluorescence dequenching; 350,000 compounds, 0.2% hits; Potency, µM (doses to about 56.1 µM), for inactives: at the highest dose activity change, negative = inhibition, hits mostly inhibitors; RecQ-like DNA helicase BLM (Homo sapiens), P54132;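 also: potency is read from the fitted curve at half-maximal effect; plate controls were vehicle for no effect and no enzyme for full effect; nearly all actives have a fitted effect of over 35% in size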
POLH inh = qHTS for Inhibitors of Polymerase Eta | DNA polymerase eta (Homo sapiens), Q9Y253 | recombinant Pol eta, fluorescent DNA replication assay | Potency, µM (doses to about 114 µM), inactives show at the top dose activity change, negative = inhibition, actives largely listed as inhibitors | 390,000 compounds, 1.2% hits; also: potency is read from the fitted curve at half-maximal effect; % is scaled to controls: 0 for no effect and ±100 for the full control effect
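Fluorescent replication assay: 50 nM final substrate added after a 15 min room-temperature compound preincubation with 10 nM enzyme. Signal taken at 0 min and again at 10 min.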
Apoferritin bind = qHTS Assay for Identification of Novel General Anesthetics; 350,000 compounds, 0.074% hits; Ferritin light chain (Equus caballus), P02791; apoferritin/1-aminoanthracene competitive binding, fluorescence; AID 485281, 2010; Potency, µM (series often up to 77.5 µM), inactives show top-dose activity change, negative = displacement, actives largely listed as inhibitors; also: potency is read from the fitted curve at half-maximal effect; % is scaled to controls: 0 for no effect and ±100 for the full control effect; nearly all actives have a fitted effect of over 20% in size
Target sequence (P02791 2-175 limits assumed): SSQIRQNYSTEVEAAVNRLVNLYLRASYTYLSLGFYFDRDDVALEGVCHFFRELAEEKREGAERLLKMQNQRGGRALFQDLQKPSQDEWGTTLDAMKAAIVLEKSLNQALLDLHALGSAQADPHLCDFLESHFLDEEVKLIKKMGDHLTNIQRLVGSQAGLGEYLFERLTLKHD
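Probe: 1-aminoanthracene (50% saturated, PBS). Protein: horse-spleen apoferritin, 10 uM. Incubation: 10 min, room temperature. Detection: 380 nm excitation, 535 nm emission. Analysis: normalized response, four-parameter Hill.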
APEX1 inh = qHTS Assay for Inhibitors of the Human Apurinic/apyrimidinic Endonuclease 1 (APE1); DNA repair nuclease/redox regulator APEX1 (Homo sapiens), P27695; recombinant APE1, TAMRA/BHQ-2 abasic DNA cleavage fluorescence; Potency, µM (series often up to 65.8 µM), for inactives: at the top dose activity change, negative = inhibition, actives largely listed as inhibitors; 350,000 compounds, 0.35% hits;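 also: potency is read from the fitted curve at half-maximal effect; plate controls were vehicle for no effect and reference inhibitor for full effect; nearly all actives have a fitted effect of over 55% in size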
Target sequence (P27695 whole entry, looked up): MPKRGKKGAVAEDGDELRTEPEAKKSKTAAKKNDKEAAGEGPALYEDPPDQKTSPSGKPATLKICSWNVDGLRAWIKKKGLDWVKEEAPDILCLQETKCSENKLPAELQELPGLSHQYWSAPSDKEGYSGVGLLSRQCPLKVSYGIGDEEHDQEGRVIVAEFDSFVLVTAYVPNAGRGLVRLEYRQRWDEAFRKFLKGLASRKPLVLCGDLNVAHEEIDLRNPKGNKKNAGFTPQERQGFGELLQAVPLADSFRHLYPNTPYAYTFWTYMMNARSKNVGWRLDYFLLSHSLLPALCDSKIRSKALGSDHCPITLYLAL
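Measures dequenching upon AP-site incision of a 5'-TAMRA/3'-BHQ-2 THF-containing duplex, 50 nM; human APE1 0.75 nM after 15 min room-temperature exposure to compound; kinetic three-point read at one-minute spacing.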
POLK inh = qHTS for Inhibitors of Polymerase Kappa; DNA polymerase kappa (Homo sapiens), Q9UBT6; 400,000 compounds, 0.53% hits; Potency, µM (doses to about 107 µM), for inactives: at the top dose activity, negative = inhibition, hits mostly inhibitors; purified Pol kappa, fluorescent DNA synthesis assay, 10 min; also: potency is read from the fitted curve at half-maximal effect; % is scaled to controls: 0 for no effect and ±100 for the full control effect
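10 nM Pol kappa was preincubated with compounds for 15 min at room temperature. Reaction started with 50 nM (final) substrate. Fluorescence read kinetically at 0 and 10 min.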
Tb PGK inh = qHTS Assay to Find Inhibitors of Phosphoglycerate Kinase. Phosphoglycerate kinase, glycosomal (Trypanosoma brucei brucei), P07378. PGK/GAPDH coupled, Kinase-Glo luminescence, 60 min. Potency, µM (highest dose often 57.5 µM), without a hit: top-dose activity change, negative = inhibition, actives largely listed as inhibitors. 380,000 compounds, 0.043% hits. AID 602233, 2012; also: potency is read from the fitted curve at half-maximal effect; % is scaled to controls: 0 for no effect and ±100 for the full control effect; nearly all actives have a fitted effect of over 60% in size
Target sequence (P07378 whole entry, looked up): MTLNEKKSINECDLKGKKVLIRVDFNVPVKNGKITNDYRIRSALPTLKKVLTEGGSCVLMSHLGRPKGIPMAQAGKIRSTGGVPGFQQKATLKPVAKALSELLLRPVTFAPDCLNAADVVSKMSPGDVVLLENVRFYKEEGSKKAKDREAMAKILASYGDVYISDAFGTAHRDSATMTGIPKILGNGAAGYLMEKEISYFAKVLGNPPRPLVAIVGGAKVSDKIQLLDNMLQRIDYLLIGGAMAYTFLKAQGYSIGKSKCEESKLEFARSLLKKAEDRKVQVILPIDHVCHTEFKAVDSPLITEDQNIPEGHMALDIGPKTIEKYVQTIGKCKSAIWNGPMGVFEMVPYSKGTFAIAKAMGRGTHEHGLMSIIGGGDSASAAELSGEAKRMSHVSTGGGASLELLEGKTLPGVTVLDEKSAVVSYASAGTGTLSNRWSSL
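Luminescent ATP detection (Kinase-Glo Plus) follows a 60-minute room-temperature incubation, with wells lacking PGK as controls. Buffer: 100 mM TEA (pH 7.6), 5 mM MgCl2, 0.01% Tween-20. Coupling enzyme GAPDH (100 nM final) supplies unstable 1,3-BPG in-well.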
RXFP1 antagonist = qHTS Assay for Antagonists of the Relaxin Receptor RXFP1; Relaxin receptor 1 (Homo sapiens), Q9HBX9; HEK293-RXFP1, relaxin-stimulated cAMP HTRF, 30 min; stronger effect = lower value; activity change, negative = inhibition, % at 57.5 µM; 350,000 compounds, 0.59% hits; AID 1259400, 2018;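 active = activity change of -60% or lower, but not beyond a set lower limit; inconclusive = change between -60% and -40%, or beyond the set limit; inactive = change above -40%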; also: % is scaled to controls: 0 for no effect and ±100 for the full control effect
Pol iota inh = qHTS for Inhibitors of Polymerase Iota | 390,000 compounds, 1% hits | Pol iota fluorescent replication assay, 10 min | AID 588590, 2011 | Potency, µM (highest dose often 115 µM), for inactives: at the top dose activity, negative = inhibition, actives largely listed as inhibitors; also: potency is read from the fitted curve at half-maximal effect
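Fluorescent replication assay read twice, at 0 min and 10 min after adding 50 nM (final) substrate. Enzyme (10 nM) and compounds were first incubated 15 min at room temperature; enzyme-free buffer wells were negative controls.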
POLB inh = qHTS Assay for Inhibitors of DNA Polymerase Beta; P06746; Pol beta primer extension/strand displacement, fluorescence kinetic; Potency, µM (series often up to 114 µM), for inactives: top-dose activity change, negative = inhibition, actives largely listed as inhibitors; 340,000 compounds, 1.3% hits; AID 485314, 2010; also: potency is read from the fitted curve at half-maximal effect; % is scaled to controls: 0 for no effect and ±100 for the full control effect
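Pol beta (10 nM) and compounds were preincubated 15 min at room temperature, then 50 nM substrate (final) started primer extension/strand displacement. Reads were taken at 0 and 10 min; concentration-response data were fitted to a four-parameter Hill equation.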
Starred values were filed as active, the others as inactive; i = inactive; ? = inconclusive; . = no result given; [ ] = another dose, or the depositor's remark. Unless noted, calls follow the shape of the dose curve; as a rule, active = well fitted curve in the direction sought with a large enough effect; inconclusive = small, poorly fitted or top-dose-only effect, or another doubt; inactive = no such curve, though single readings can be large; an effect the other way counts as inactive or inconclusive.

SMILES	BLM helicase inh	POLH inh	Apoferritin bind	APEX1 inh	POLK inh	Tb PGK inh	RXFP1 antagonist	Pol iota inh	POLB inh
O=C(NN1C(=O)/C(=C/c2cccs2)SC1=S)c1ccncc1	-5%	5%	3%	8%	-9%	i	-31	76%[activator]	8%
CN(C)c1ccnc2sc3c(NCC(O)CO)ncnc3c12 (stereo not given)	-1%	-18%	-3%	8%	10%	-8%	-4	-3%	15%
CN(Cc1ccc(C(C)(C)C)cc1)C(=O)c1ccc2c(c1)OCO2	.	0%	.	-8%	5%	-8%	8	11%	.
NS(=O)(=O)c1ccc(Sc2ccc3c(c2)CCC3)nc1	-4%	-4%	0%	-26%	5%	-8%	4	44%[activator]	10%
COc1ccc(N2CCN(CCCNC(=O)Cn3c(-c4cccs4)cc4ccccc43)CC2)cc1	-7%	-8%	-16%	.	1%	-5%	7	-2%	12%
O=C(CC(NCc1cccnc1)C(=O)O)Nc1ccc(O)cc1 (stereo not given)	-1%	-9%	4%	.	-16%	6%	-6	?	-13%
O=C(O)c1cccnc1SC1CC(=O)N(c2cccc(C(F)(F)F)c2)C1=O (stereo not given)	-1%	-15%	8%	-10%	-19%	-4%	.	24%	-14%
C=C1CCC2[C@](C)(CO)[C@H](O)CC[C@@]2(C)[C@@H]1/C=C/C1=CCOC1=O (stereo not given in full)	.	9%	.	-14%	0%	-1%	.	-7%	.
CC(C)NC(=O)Cn1c(=O)n(CC(=O)N2CCCCC2)c(=O)c2sccc21	-1%	-21%	-3%	3%	-5%	3%	-14	13%	43%
COc1cc2c(cc1OC)C(c1ccc(-c3ccc(Cl)cc3Cl)o1)=NCC2	-2%	-9%	-9%	-6%	-11%	2%	-9	-2%	12%
CC(c1ccccc1)N1C(=O)C2C3CCC(C3)C2C1=O (stereo not given)	8%	-1%	-13%	2%	-1%	i	21	15%	0%
Cc1cccc2sc(N(Cc3cccnc3)C(=O)CCc3ccccc3)nc12	-8%	-16%	54%[activator]	.	-7%[60.1 µM]	i	-12	?	0%

Arranged by value in POLH inh (rising): some entries from above
| SMILES | POLH inh |
| --- | --- |
| CC(C)NC(=O)Cn1c(=O)n(CC(=O)N2CCCCC2)c(=O)c2sccc21 | -21% |
| CC(c1ccccc1)N1C(=O)C2C3CCC(C3)C2C1=O (stereo not given) | -1% |
| CN(Cc1ccc(C(C)(C)C)cc1)C(=O)c1ccc2c(c1)OCO2 | 0% |

(next part)
SMILES	BLM helicase inh	POLH inh	Apoferritin bind	APEX1 inh	POLK inh	Tb PGK inh	RXFP1 antagonist	Pol iota inh	POLB inh
N#C/C(=C\c1ccc(Br)s1)C(=O)N1CCN(c2ccccc2)CC1	0%	-13%	-5%	14%	1%	-7%	.	10%	16%
CCOC(=O)C1CCN(S(=O)(=O)c2ccc3c(c2)CC(=O)N3C)CC1	-2%	?	-9%	9%	-12%	-4%	5	14µM*	-3%
O=C(c1ccccc1)c1cc2c(cc1[N+](=O)[O-])OCCO2	-4%	-2%	-23%	-6%	-4%	8%	1	9%	-2%
COc1ccc(-c2nnc(SCC(=O)N3CCCC(C)C3)o2)c(OC)c1 (stereo not given)	-1%	-6%	?	20%	-6%	5%	9	12%	-4%
COc1cccc(COc2ccc3ccc(=O)oc3c2)c1	-2%	-10%	?	12%	-10%	-1%	1	1%	0%
CC(C)c1ccc(C2CC(=O)N3CN(Cc4ccco4)CSC3=C2C#N)cc1 (stereo not given)	-6%	-11%	?	2%	-14%	2%	-9	?	-5%
CCn1c(=O)cc(OCC(=O)Nc2cccnc2)c2ccccc21	-10%	-7%	-6%	5%	-2%	12%	11	20%	6%
O=C(O)c1nc(NCCc2ccccc2)ncc1Cl	-1%	-6%	0%	52%	-5%	-4%	-12	-8%	-20%
CC1(C)CCC(NC(=O)[C@@H](N)CCC(=O)O)CC1	.	-3%[57.1 µM]	.	0%	-8%[60.1 µM]	.	.	8%[58.9 µM]	11%[57.1 µM]
CCC(c1nnnn1CCc1ccccc1)N(Cc1ccco1)Cc1cc2cc(C)cc(C)c2[nH]c1=O (stereo not given)	-2%	-23%	-4%	-3%	-3%	-9%	-1	-4%	11%
CSc1cccc(NC(=O)Nc2ccccc2C(N)=O)c1	-3%	0%	-10%	-2%	-18%	-6%	3	-20%	30%
CCCNC(=O)CN1CCN(c2ccc(NC(=O)c3ccc(OC)cc3)cc2C(=O)O)CC1	2%	-1%	-4%	.	-3%[60.1 µM]	-11%	-6	-2%	-28%
COc1ccc(NC(C)=O)cc1NC(=O)c1cccc(S(=O)(=O)N2CCN(Cc3ccccc3)CC2)c1	.	-15%	.	27%	-2%	1%	-6	-6%	.
CC(=O)N1c2c(cc(Br)cc2S(=O)(=O)NCc2cccnc2)CC1C (stereo not given)	-2%	13%	-6%	0%	-24%	-8%	-6	15%	-12%
COc1ccc(-c2nc(CNS(=O)(=O)c3ccc(C)cc3)cs2)cc1	-7%	.	6%	.	-10%	.	-4	-5%	1%
O=C(Nc1ccc(N2CCN(Cc3ccccc3F)CC2)cc1)c1ccccc1[N+](=O)[O-]	3%	-13%	?	-1%	0%	-4%	-2	47%[activator]	-15%
O=C(Nc1sc2c(c1C(=O)NCc1cccnc1)CCCC2)c1cc(=O)c2ccccc2o1	-10%	-12%	-3%	.	10%	-1%	-4	19%	24%
Brc1cnc(N2CCOCC2)nc1N1CCCCC1	-2%	-6%	2%	0%	-6%	-2%	-19	14%	11%
O=C(CSc1nnc(-c2ccncc2)n1CCc1ccccc1)NCc1ccccc1	-12%	4%	2%	11%	-5%	2%	-3	-14%	11%
O=C1c2ccccc2C(=O)N1CCc1nn[nH]n1	0%	1%	2%	-2%	1%	.	2	22%	-11%
COc1ccc(-c2n[nH]c(C)c2-c2cc(OC)ccc2O)cc1	-1%	-16%	-9%	-4%	-10%	-4%	-11	9%	9%
O=C(NC1(C(F)(F)F)NC(=O)N(c2ccccc2F)C1=O)c1ccncc1 (stereo not given)	4%	-19%	-2%	4%	4%	-10%	23	2%	21%
Cc1c(CN(C)Cc2cn(C)nc2-c2ccccc2F)[nH]c2ccccc12	-6%	-4%	-20%	-4%	-7%	-6%	-17	-4%	0%
Cc1ccc(NC(=O)COC(=O)c2ccc3c(c2)OCO3)cc1S(=O)(=O)N1CCCCC1	-8%	-15%	-14%	-11%	-13%	-6%	18	-6%	3%
COc1ccc(OC(C)C(=O)NCc2nc(-c3ccc(Cl)cc3)no2)cc1 (stereo not given)	-3%	-11%	1%	.	?	-8%	-12	?	-1%
CC(C)C(OC(=O)c1oc2ccccc2c1CSC1CCCCC1)C(=O)NC(N)=O (stereo not given)	-2%	.	-9%	5%	.	.	.	.	-2%
O=C(O)Cc1ccc(NC(=O)C(c2ccccc2)c2ccccc2)cc1	3%	-14%	-2%	1%	5%	3%	-10	66%[activator]	-24%
CN1C(=O)c2ccc(NC(=O)C3CC3)cc2C1=O	-3%	-12%	161%[activator]	-18%	10%	-11%	-1	-10%	9%
COc1ccc(-c2noc(-c3ccc(Br)o3)n2)cc1OC	2%	-5%	-5%	1%	-2%	-8%	-7	-16%	19%
COc1ccc(Cl)cc1NC(=O)NC(C)C	-1%	-18%	-1%	-3%	1%	.	-4	7%	-19%
CC(c1ccccc1)N1CNc2c(c(=O)n(C)c(=O)n2C)C1 (stereo not given)	-1%	-4%	-6%	6%	-6%	-5%	6	-13%	5%
C=CCn1c(=O)c2ccccc2n2c(SCc3cc(=O)n4ccsc4n3)nnc12	-1%	-14%	-7%	2%	-4%	-7%	-2	?	15%
CCOC(=O)c1cc(-c2ccccc2)n(-c2cccc(C(=O)Nc3cccc(F)c3)c2)c1C	-9%	-22%	1%	.	-5%[60.1 µM]	-7%	-23	-27%	-17%
COc1ccc(C(=O)N(CN2CCCC2=O)c2nccs2)cc1OC	-4%	2%	-11%	-4%	-3%	4%	-8	15%	16%
CCOc1ccc(CCNC(=O)CSc2nc3ccccc3nc2Cc2ccc(C)cc2)cc1OCC	-3%	-8%	?	.	-12%	i	2	-17%	8%
OC(COc1cccc2ccccc12)CN1CCN(c2ccccn2)CC1 (stereo not given)	-7%	-15%	?	2%	4%	i	-17	2%	-10%
O=C(N/N=C1/CCS(=O)(=O)c2ccc(F)cc21)c1ccccn1	-1%	-5%	-2%	9%	-8%	-7%	6	31%	-2%
COc1ccc(NC(=O)COC(=O)CNC(=O)c2cccs2)cc1Cl	.	-27%	.	0%	9%	-5%	5	19%	.
CCNC(=O)COC(=O)c1ccc(NS(=O)(=O)c2ccc3c(c2)OCCO3)cc1	-5%	-13%	-7%	0%	-2%	-2%	-18	81%[activator]	0%
Cc1noc(C)c1S(=O)(=O)Nc1c(C)n(C)n(-c2ccccc2)c1=O	-1%	0%	-3%	7%	-15%	0%	5	6%	4%
CN1C(C(=O)NCc2ccco2)=CC(c2ccc(F)cc2)=NS1(=O)=O	-3%	4%	-10%	7%	1%	-3%	9	-16%	12%
CCC(C)NC(=O)c1sc2nc3n(c(=O)c2c1C)CCC3 (stereo not given)	1%	1%	-10%	.	0%	-4%	-7	15%	?
COc1ccc(NC(=O)c2ccco2)cc1NC(=O)COc1cc(C)ccc1C(C)C	-4%	-19%	-21%	.	-16%	-6%	.	11%	-24%

Only part of the results is shown (hit frequency here may not be typical).
